MBD2 inh = blocks human MBD2 binding to methylated DNA | Q9UBB5 | TR-FRET, MBD2 binding to methylated oligonucleotide | inhibition, % at 4.4 µM | actives 0.31% (n = 370,000) | AID 686964; in the data active means inhibition above about 13%
GC-A act = GC-A (human) enzyme activation; HEK293 GC-A cells, cGMP TR-FRET, EC30 ANP; 0% at EC30 ANP, 100% saturating ANP; actives 0.14% (n = 370,000); P16066; AID 1671463; activation, % at 10 µM; in the data active means activation above about 40%
SIAE primary = human SIAE inhibition, primary screen | Q9HAT2 | SIAE FP-Rh probe binding, fluorescence polarization | inhibition, % at 9.66 µM | actives 0.69% (n = 370,000) | AID 1053197;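 active means inhibition above a cutoff: mean of compounds within the control limits plus 3 SD of those, cut at about 17% in these data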;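 further: 0% = plate median of compound wells and 100% = probe without SIAE protein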
ABHD4 inh = ABHD4 (mouse) inhibition, primary FP screen; Q8VD66; purified mABHD4, FP-Rh probe fluorescence polarization; inhibition, % at 8.92 µM; actives 0.54% (n = 370,000);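 active means inhibition exceeding the mean over every tested compound plus 3 SD, cut at about 30% in these data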;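 further: 0% = plate median of compound wells and 100% = S159A mutant with DMSO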
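Test system: mouse ABHD4 enzyme, wild type. Reagent: FP-Rh fluorescent activity-based probe, added after compound pre-incubation. Timing: pre-incubation 45 min, probe exposure 60 min, at 25 °C. Technique: FP readout, ex 525 nm / em 598 nm. Benchmarks: high control S159A mutant with DMSO, low control median of compound wells.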
UHRF1 MBD2 ctr = human UHRF1 methylated DNA binding inhibitors; Q96T88; inhibition, % at 4.4 µM; AID 687016; UHRF1 binding to methylated oligo, TR-FRET; actives 0.75% (n = 370,000); in the data active means inhibition above about 21%;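 further: UHRF1 SRA domain binding a hemimethylated CpG hairpin DNA probe; 0% = median of test compound wells and 100% = reference inhibitor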
Target sequence (Q96T88 whole entry, looked up, the tested form may be a part): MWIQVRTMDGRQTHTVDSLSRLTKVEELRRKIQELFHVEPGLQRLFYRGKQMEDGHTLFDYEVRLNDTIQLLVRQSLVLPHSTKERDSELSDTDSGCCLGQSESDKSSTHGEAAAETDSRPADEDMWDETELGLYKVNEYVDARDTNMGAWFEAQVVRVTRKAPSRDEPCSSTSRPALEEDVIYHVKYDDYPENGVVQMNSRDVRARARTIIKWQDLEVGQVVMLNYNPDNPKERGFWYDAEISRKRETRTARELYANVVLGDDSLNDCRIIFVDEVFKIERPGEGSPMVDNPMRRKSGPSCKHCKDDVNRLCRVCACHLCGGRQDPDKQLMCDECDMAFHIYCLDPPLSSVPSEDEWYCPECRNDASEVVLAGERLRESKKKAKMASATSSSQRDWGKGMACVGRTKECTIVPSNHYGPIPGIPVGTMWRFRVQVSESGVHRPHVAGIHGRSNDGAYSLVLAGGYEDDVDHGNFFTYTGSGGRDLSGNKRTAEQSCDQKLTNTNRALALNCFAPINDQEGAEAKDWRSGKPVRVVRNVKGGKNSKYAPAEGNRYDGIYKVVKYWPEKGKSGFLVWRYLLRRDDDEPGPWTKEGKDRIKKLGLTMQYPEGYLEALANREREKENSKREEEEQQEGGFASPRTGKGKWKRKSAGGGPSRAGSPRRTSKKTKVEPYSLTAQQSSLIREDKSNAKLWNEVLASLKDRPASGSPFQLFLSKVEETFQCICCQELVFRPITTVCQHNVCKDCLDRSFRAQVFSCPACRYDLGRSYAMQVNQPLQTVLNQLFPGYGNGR
TCR CD3 inh = inhibitors of human TCR-CD3 interaction; TAMRA-labeled TCR probe fluorescence, biochemical; inhibition, % at 9.4 µM; actives 0.37% (n = 360,000); in the data active means inhibition above about 19%;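 further: recombinant mutant TCR 2C K166C tagged with TAMRA read by polarization; 0% = receptor in buffer alone and 100% = receptor with positive control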
PRMT1 FP inh = blocks human protein arginine methyltransferase 1; recombinant PRMT1, activity-based probe fluorescence polarization; AID 652257; inhibition, % at 2.79 µM; actives 1.3% (n = 370,000); Q99873;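 active means inhibition above about 21% made by adding two undisclosed values, limit read from the data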
NPR2 activator = GC-B (human) receptor activation; HEK293-GC-B cells, CNP EC30, cGMP TR-FRET; 0% at EC30 CNP, 100% saturating CNP; P20594; actives 0.11% (n = 370,000); activation, % at 10 µM;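 active means activation at 10 µM reaching about 35% in either raw or pattern-adjusted values, limit read from the data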
rCAG RNA binder = r(CAG) repeat RNA binding | TO-PRO-1 dye displacement fluorescence | actives 1.3% (n = 370,000) | AID 651821 | inhibition, % at 3 µM;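 active means inhibition above the plate cutoff, the mean of all test compounds on that plate plus 3 SD, cut at about 35% in these data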;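 further: 0% = DMSO alone and 100% = 100 µM mitoxantrone as full dye displacement; higher means more dye released from RNA so lower well fluorescence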
HTRA1 inh = inhibitors of human serine peptidase HTRA1; Q92743; recombinant HTRA1, FP-rhodamine activity-based probe, fluorescence polarization; inhibition, % at 5.96 µM; actives 0.5% (n = 340,000); AID 504803; in the data active means inhibition above about 36%;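 further: 0% = enzyme with DMSO and 100% = wells lacking enzyme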
Starred values were filed as active, the others as inactive; . = not tested or not shown.

Start of the data: the first 10 compounds, to show the layout:
#	mol	MBD2 inh	GC-A act	SIAE primary	ABHD4 inh	UHRF1 MBD2 ctr
1	Cc1ccc(/C=N/N=C2/NC(=O)C(CC(=O)Nc3ccccc3)S2)o1 (stereo unspecified)	3	-2	1	-1	2
2	CCc1nc2c(OCc3ccc4c(c3)OCO4)cccn2c1N(C=O)Cc1ccc(OC)cc1	-5	0	5	4	-5
3	Cc1cccc(C(=O)N[C@H](C(=O)OCC(=O)NC(=O)c2cccn2C)C(C)C)c1	2	-2	1	-4	1
4	O=C1CC[C@@]23CCCN2C(=O)CCCC3C1 (stereo partly specified)	-5	2	0	4	-3
5	CCCC(=O)NC(C)c1nc2ccccc2n1C(C)C (stereo unspecified)	-4	1	6	5	-1
6	O=C(Cc1ccccc1)Nc1nc(-c2cccc([N+](=O)[O-])c2)cs1	8	11	-123	-22	2
7	O=C(CC(C(=O)O)c1ccccc1)c1cccs1 (stereo unspecified)	2	2	0	-1	1
8	COc1ccc(C(=O)Nc2c(Cl)cc(Cl)cc2C(=O)NCc2ccco2)cc1	-3	-1	1	-3	-2
9	COc1ccc(S(=O)(=O)N2CCC(C(=O)NCCN3CCOCC3)CC2)cc1OC	1	4	10	4	-1
10	COc1ccc(OC)c(CNC(=O)c2ccc(C)c(NC(=O)C3=C(C)OCCS3)c2)c1	6	-2	3	-5	1

#	TCR CD3 inh	PRMT1 FP inh	NPR2 activator	rCAG RNA binder	HTRA1 inh
1	-2	1	-4	5	9
2	4	0	8	8	.
3	3	2	2	-3	-1
4	8	-2	-7	2	2
5	-7	-1	3	0	3
6	-2	1	5	8	-9
7	9	-8	3	2	11
8	8	-6	-1	-3	-8
9	-9	-1	0	0	6
10	-7	8	4	2	-10

Results, previewed entries included:
#	mol	MBD2 inh	GC-A act	SIAE primary	ABHD4 inh	UHRF1 MBD2 ctr
1	Cc1ccc(/C=N/N=C2/NC(=O)C(CC(=O)Nc3ccccc3)S2)o1 (stereo unspecified)	3	-2	1	-1	2
2	CCc1nc2c(OCc3ccc4c(c3)OCO4)cccn2c1N(C=O)Cc1ccc(OC)cc1	-5	0	5	4	-5
3	Cc1cccc(C(=O)N[C@H](C(=O)OCC(=O)NC(=O)c2cccn2C)C(C)C)c1	2	-2	1	-4	1
4	O=C1CC[C@@]23CCCN2C(=O)CCCC3C1 (stereo partly specified)	-5	2	0	4	-3
5	CCCC(=O)NC(C)c1nc2ccccc2n1C(C)C (stereo unspecified)	-4	1	6	5	-1
6	O=C(Cc1ccccc1)Nc1nc(-c2cccc([N+](=O)[O-])c2)cs1	8	11	-123	-22	2
7	O=C(CC(C(=O)O)c1ccccc1)c1cccs1 (stereo unspecified)	2	2	0	-1	1
8	COc1ccc(C(=O)Nc2c(Cl)cc(Cl)cc2C(=O)NCc2ccco2)cc1	-3	-1	1	-3	-2
9	COc1ccc(S(=O)(=O)N2CCC(C(=O)NCCN3CCOCC3)CC2)cc1OC	1	4	10	4	-1
10	COc1ccc(OC)c(CNC(=O)c2ccc(C)c(NC(=O)C3=C(C)OCCS3)c2)c1	6	-2	3	-5	1
11	Cc1cccc(NC(=O)c2sc(NC(=O)COc3ccccc3)c(C#N)c2C)c1C	-4	2	6	2	0
12	Cc1ccccc1OCCCSc1nc2ccccc2[nH]1	4	1	-11	-26	1

#	TCR CD3 inh	PRMT1 FP inh	NPR2 activator	rCAG RNA binder	HTRA1 inh
1	-2	1	-4	5	9
2	4	0	8	8	.
3	3	2	2	-3	-1
4	8	-2	-7	2	2
5	-7	-1	3	0	3
6	-2	1	5	8	-9
7	9	-8	3	2	11
8	8	-6	-1	-3	-8
9	-9	-1	0	0	6
10	-7	8	4	2	-10
11	-6	-3	1	1	4
12	7	1	-6	-1	-31

#	mol	MBD2 inh	GC-A act	SIAE primary	ABHD4 inh	UHRF1 MBD2 ctr
13	Cc1ccc2[nH]c3c(c2c1)CCC3=O	-6	0	2	-7	-1
14	COc1ccc(C(=O)Nc2ccccc2C(=O)NCCCn2ccnc2)cc1	-6	-2	-2	0	-1
15	O=C1C=C(c2ccc(Cl)c(C(F)(F)F)c2)C[C@@H](c2ccc(F)cc2)C1	-1	-2	-6	-22	-3
16	CCOP(=O)(OCC)C(Nc1ccc(OC)cc1)c1ccco1 (stereo unspecified)	0	4	3	-4	1
17	Cc1nnsc1C(=O)N(Cc1ccccc1)C(C)C	6	4	-2	-5	10
18	O=C(/C=C/c1cccs1)NNC(=O)c1cccc([N+](=O)[O-])c1	-2	1	5	4	-1
19	CC(C)(C)CC(C)(C)c1ccc(OCCOCC[N+](C)(C)Cc2ccccc2)cc1	2	-1	2	36*	0
20	COc1cc(C(=O)NCC(=O)N/N=C/c2ccc(-c3ccc([N+](=O)[O-])cc3)o2)cc(OC)c1OC	1	7	0	4	-1
21	CCCc1nc2c(C)cc(Br)cn2c1Cc1ccsc1	2	-5	9	3	10
22	COc1ccc(CNC(=O)Cn2ncn3cccc3c2=O)cc1	0	3	1	1	9
23	Cc1c(O)ccc2c(CN3CCOCC3)cc(=O)oc12	-6	1	2	-2	-3
24	CCOc1ccc(NC(=O)CSc2nnc(COc3c(C)cccc3C)o2)cc1	7	3	-7	-7	0

#	TCR CD3 inh	PRMT1 FP inh	NPR2 activator	rCAG RNA binder	HTRA1 inh
13	-1	-1	2	2	4
14	-4	-2	-7	-1	-5
15	5	4	2	1	-43
16	4	0	-6	-5	7
17	-1	6	-1	-3	10
18	0	-5	2	3	-2
19	3	-1	-3	9	16
20	-4	5	-1	11	-12
21	4	2	-3	1	.
22	-3	1	-1	-5	.
23	1	-1	-2	1	3
24	-2	6	-4	1	-5

#	mol	MBD2 inh	GC-A act	SIAE primary	ABHD4 inh	UHRF1 MBD2 ctr
25	CS(=O)(=O)Nc1cccc(-c2cnc3ccccc3n2)c1	-2	7	4	2	-1
26	COc1ccc2cc(C(=O)N3CCN(C)CC3)[nH]c2c1	5	2	-1	2	18
27	O=C(NC1CCCC1)C(c1ccc(Cl)cc1)N1CCN(C2CCCCC2)CC1 (stereo unspecified)	3	-24	4	7	-1
28	COc1ccc(CC(C#N)(CO)c2nc3ccccc3[nH]2)cc1 (stereo unspecified)	-1	-2	0	3	-1
29	Cc1ccc(C(=O)NNC(=S)NC(=O)c2ccc(Cl)cc2Cl)cc1	-9	-1	3	10	0
30	CCCCN1C(=O)C(CC(=O)NCCc2ccccn2)CC(C(=O)N2CCCCCC2)=C1C (stereo unspecified)	-4	4	0	2	4
31	CCN(CC)S(=O)(=O)c1ccc(C(=O)N(c2ccccc2)C2C=CS(=O)(=O)C2)cc1 (stereo unspecified)	-8	-3	10	-3	2
32	CC(C)C[C@H](NC(=O)c1ccc(OC2CCN(C(=O)C3CC3)CC2)cc1)C(N)=O	3	1	-6	-8	4
33	COc1ccc(CN2C(=O)CCC2(C)c2nnnn2Cc2ccccc2)cc1 (stereo unspecified)	7	-5	-1	-9	6
34	CCOC(=O)c1ccc(NC(=O)N2CCN(c3cccc(OC)c3)CC2)cc1	-3	-1	8	-3	0
35	CSCC[C@H](NS(=O)(=O)c1ccc(C)cc1)C(=O)N1CCC(C(=O)N[C@@H](Cc2ccc(O)cc2)C(=O)O)CC1	-2	5	2	8	1
36	Cc1ccc(S(=O)(=O)NC(=O)Nc2c(C)n(C)n(-c3ccccc3)c2=O)cc1	0	1	3	4	-1

#	TCR CD3 inh	PRMT1 FP inh	NPR2 activator	rCAG RNA binder	HTRA1 inh
25	-7	8	-6	1	2
26	8	-3	-1	-4	-7
27	-9	6	-13	-9	0
28	1	-1	-3	5	-5
29	15	2	3	19	-4
30	5	-4	3	0	.
31	1	-3	1	1	2
32	9	-5	-5	-6	7
33	1	4	0	-1	.
34	3	-4	2	-7	-32
35	6	2	0	6	0
36	0	-1	0	-3	2

#	mol	MBD2 inh	GC-A act	SIAE primary	ABHD4 inh	UHRF1 MBD2 ctr
37	CCCOc1ccccc1/C=C(\C#N)C(=O)Nc1cccc(C)n1	3	-2	-3	3	-1
38	CCCCN1C(=O)C(CC(=O)NCc2cccc3ccccc23)CC(C(=O)N(CC)CC)=C1C (stereo unspecified)	1	-2	-6	2	0
39	Cc1cccc(Nc2nc(-c3ccccn3)cs2)n1	5	18	-3	19	-2
40	CC(=O)c1ccc2noc(-c3cccc(C)c3)c2c1	-5	1	0	8	-4
41	CCc1cc(=O)oc2cc(C)cc(OC(C)C(=O)O)c12 (stereo unspecified)	-2	3	-3	-5	2
42	Cn1nc(-c2ccccc2)cc1NC(=O)c1ccccc1	5	9	-3	-1	-1
43	CC(=O)c1ccc(S(=O)(=O)N2CCN(C(=O)c3ccc(-n4nc(C)c(Cl)c4C)cc3)CC2)cc1	3	-2	-7	6	5
44	CC/C(=N/Nc1ccccc1Cl)c1cnnc(-c2ccccc2)n1	-5	-1	-1	-3	-1
45	CC1Cc2cc(/C(O)=C3/C(=O)C(=O)N(CCN4CCOCC4)C3c3ccc([N+](=O)[O-])cc3)ccc2O1 (stereo unspecified)	-7	3	7	19	-3
46	Cc1cc2ncn(CCOc3ccccc3)c2cc1C	3	3	-2	0	-6
47	O=C(CSc1nnc(-c2cccnc2)o1)NNC(=O)c1ccc(Br)cc1	4	-1	0	0	3
48	CCOC(=O)C1=C(C)N(C)C(=O)NC1c1cccc(O)c1 (stereo unspecified)	-7	4	5	-3	-1

#	TCR CD3 inh	PRMT1 FP inh	NPR2 activator	rCAG RNA binder	HTRA1 inh
37	1	0	-9	2	0
38	1	-4	0	-2	1
39	-3	1	-4	-1	36
40	2	11	-3	6	1
41	-2	0	-2	4	-4
42	-1	0	-1	0	-26
43	-2	-1	1	1	3
44	-4	-1	-1	-3	1
45	4	5	6	10	-4
46	0	-1	-2	1	-9
47	-7	7	-3	-1	8
48	4	-1	6	-1	0

#	mol	MBD2 inh	GC-A act	SIAE primary	ABHD4 inh	UHRF1 MBD2 ctr
49	COc1cccc(Cn2c(=S)[nH]c3ccc(N4CCOCC4)cc3c2=O)c1	-1	10	4	8	3
50	CCNC(=S)N1CCc2ccccc2C1	3	-3	-1	4	0
51	Cc1cc(C)c2c(=O)[nH]n(C3CCOC(C)(C)C3)c2n1 (stereo unspecified)	-1	3	1	5	1
52	CCOC(=O)C1CCN(C(=O)c2ccc3c(=O)n4nc(Nc5ccccc5OC)sc4nc3c2)CC1	-2	18	-27	0	0
53	Cc1nn(C)c2ncc(C(N)=O)c(Oc3cccnc3)c12	6	0	-8	5	4
54	Cc1nc2ccc(N=NC3=C(O)CCCC3=O)cc2s1	-13	-10	6	3	8
55	c1ccc(CN2CCN(c3nc(NCc4ccco4)c4ccccc4n3)CC2)cc1	-3	7	0	4	-6
56	O=C(Cc1cc(=O)[nH][nH]1)N/N=C/C=C/c1ccccc1	-5	1	7	6	-5
57	COc1ccc(CCNC(=O)CSc2ccc(-c3cccs3)nn2)cc1OC	-7	1	-7	-1	-2
58	Cc1cc(-c2ccc(Cl)cc2)c(C#N)c(N)n1	8	3	0	1	0

#	TCR CD3 inh	PRMT1 FP inh	NPR2 activator	rCAG RNA binder	HTRA1 inh
49	-4	4	5	14	0
50	-1	-1	4	-1	.
51	-3	-2	-4	0	0
52	6	-3	22	5	-12
53	6	0	-1	-2	7
54	-2	2	-9	5	-2
55	-1	-2	-8	-3	-17
56	3	6	1	29	18
57	9	-5	1	-4	3
58	1	-1	-3	-2	0

An excerpt, so the mix of outcomes need not match the whole.
